NCI-60 one-dose screen, 48 h, at 10 µM unless noted. Numbers give growth in % (100 = growth as untreated, 0 = no growth, -100 = all killed).
T-47D: T-47D breast cancer | 79,000 compounds, 5% hits
MALME-3M: MALME-3M melanoma. 78,000 compounds, 5.8% hits
MCF7: MCF7 breast cancer; 82,000 compounds, 6.3% hits
BT-549: BT-549 breast cancer; 78,000 compounds, 4.4% hits
HS 578T: HS 578T breast cancer | 78,000 compounds, 4.1% hits | AID 1794788
UACC-257: UACC-257 melanoma | 78,000 compounds, 4.4% hits | AID 1794764
UACC-62: UACC-62 melanoma; 81,000 compounds, 5.4% hits; AID 1794756
LOX IMVI: LOX IMVI melanoma | 79,000 compounds, 7.4% hits | AID 1794757
* marks the source's active call; other numbers are inactive results; nt = not tested or not shown; & = joins results of further samples. The calls were made as follows: active = growth percent below 10; inactive = the rest.

SMILES	T-47D	MALME-3M	MCF7	BT-549	HS 578T	UACC-257	UACC-62	LOX IMVI
OC(c1cc(C23CC4CC(CC(C4)C2)C3)nc2c(Cl)cc(Cl)cc12)C1CCCCN1 (stereo unspecified)	-74*	-16*	-81*	38	-50*	-69*	-44*	-51*
Cc1ccc(S(=O)(=O)Oc2ccccc2C)cc1	93	88	96	nt	104	98	88	102
O=[N+]([O-])c1cc(C(F)(F)F)ccc1Sc1ccc(C(F)(F)F)cc1[N+](=O)[O-]	70	62	68	79	66	76	78	28
CC(=O)O[C@@H]1CCN2C(=O)Nc3cc(C(F)(F)F)ccc3[C@@H]2C1	92	87	86	111	108	nt	nt	103
COC1=CC(C)C2CC3OC(O)CC4C(C)=C(OC)C(=O)C(C2(C)C1=O)C34C (stereo unspecified)	103	111	108	118	104	106	106	107
O=c1c2cc(F)ccc2sc2c(NCCCN3CCCC3)nc3ccccc3c12	65	26	-25*	71	44	54	-76*	-87*
O=C(c1cc2ccccc2o1)c1ccc(Cl)cc1Cl	87	91	98	102	103	107	88	95
O=C(N/N=C/c1ccc2c(c1)OCO2)c1ccccc1	97	119	98	113	114	92	81	100
CC(=O)[C@@]12O[C@](C)(c3ccccc3)O[C@@H]1CC1C3CCC4=CC(=O)CC[C@]4(C)C3CC[C@@]12C (stereo partly specified)	74	85	59	80	86	73	63	72
O=c1c(F)cn(Cc2ccccc2CCl)c(=O)n1Cc1ccccc1CCl	-49*	-28*	-48*	-74*	-3.0*	-48*	-83*	-82*
CCCCN(C(=O)CC)c1ccccc1	110	100	100	104	99	96	99	97
O=S(=O)(c1ccccc1)n1ccc(-c2ccc3c(c2)CCO3)n1	69	94	83	96	102	80	73	85
Cc1c(-n2nnc(-c3nc4ccccc4s3)c2N)c(=O)n(-c2ccccc2)n1C	95	98	91	107	100	102	93	93
CC1(C)NC(=S)NC1=O	92	106	99	103	nt	106	108	97
C#CCCCCCCC[C@@H]1OC(=O)[C@H]([C@@H](C)CC)NC(=O)[C@@H]([C@@H](C)CC)NC(=O)CC(=O)[C@@H]1C	nt	95	99	104	85	121	83	92
COc1ccc(NC(=O)Cn2cc(CN3C(=O)c4ccc([N+](=O)[O-])cc4C3=O)nn2)cc1	96	101	91	111	106	98	91	98
CC(=O)/C(=C/c1cccc(Cl)c1)C(=O)c1ccccc1	64	85	34	73	95	72	83	6.9*
C=CCN1C(=O)c2cccc3c(NC(=O)CN4CCCC4)ccc(c23)C1=O	74	105	88	88	88	94	nt	93
COc1ccc(-c2n[nH]c(=S)n2-c2cccnc2)cc1	98	112	97	104	109	93	99	105
CNC(=O)c1cc(Oc2ccc3nc(NC(=O)c4ccc(C)c(C(F)(F)F)c4)sc3c2)ccn1	55	55	61	72	74	71	67	24
Cn1cc2c(c1-c1ccccc1)CCc1cncnc1-2	87	119	78	105	116	125	101	93
O=c1[nH]c2ccccc2nc1N/N=C/c1ccc(O)cc1	100	93	96	119	104	109	97	98
COc1ccc(C2=C(C#N)[C@@]3(C(=O)Nc4ccccc43)c3c(-c4ccccc4)nn(-c4ccccc4)c3N2)cc1	86	99	72	82	88	100	90	92
Fc1ccc(Nc2ccc3cc(OCCCN4CCOCC4)ccc3n2)cc1F	43	43	56	69	41	30	-20*	-47*
COC(=O)[C@]12CC[C@@H](C)[C@H](C)[C@@H]1C1=CC[C@@H]3[C@@]4(C)C=C(O)C(=O)C(C)=C4CC[C@@]3(C)[C@]1(C)CC2	5.5*	86	17	69	33	nt	nt	17

As a short view, part of the list above.
SMILES	T-47D	MALME-3M	MCF7	BT-549	HS 578T	UACC-257	UACC-62	LOX IMVI
OC(c1cc(C23CC4CC(CC(C4)C2)C3)nc2c(Cl)cc(Cl)cc12)C1CCCCN1 (stereo unspecified)	-74*	-16*	-81*	38	-50*	-69*	-44*	-51*
Cc1ccc(S(=O)(=O)Oc2ccccc2C)cc1	93	88	96	nt	104	98	88	102
O=[N+]([O-])c1cc(C(F)(F)F)ccc1Sc1ccc(C(F)(F)F)cc1[N+](=O)[O-]	70	62	68	79	66	76	78	28

Other entries follow.
SMILES	T-47D	MALME-3M	MCF7	BT-549	HS 578T	UACC-257	UACC-62	LOX IMVI
CC1CCNC(C)C1 (stereo unspecified)	104	110	97	105	104	110	102	100
CC(O)C(=O)OCCOc1ccc(Cl)cc1Cl (stereo unspecified)	97	107	102	107	98	95	98	89
CC(C)(C)c1ccc(O)c(CNc2ccccc2)c1	109	87	98	97	112	89	101	101
O=C(Cn1c(=O)[nH]c2ccccc2c1=O)NCc1n[nH]c(=S)n1-c1ccccc1	100	95	96	106	101	94	91	95
Cc1cc(C)n(Nc2nc3ccccc3[nH]c2=O)c(=O)c1C#N	86	92	83	106	93	98	95	92
CC1(C)S[C@@H]2[C@H](NC(=O)Cc3ccccc3)C(=O)N2[C@H]1C(=O)O	117	141	114	101	129	108	nt	104
COc1cc(CNC(=O)c2cc(OC)c(OC)c(OC)c2)ccc1O	91	105	97	97	93	98	101	96
CN(C)CCCn1c2c(c3cc(-c4ccco4)ccc3c1=O)C(=O)c1ccccc1-2	49	113	-22*	84	80	102	51	61
O=c1[nH][n+](-c2ccc([N+](=O)[O-])cc2)no1	45	86	79	96	100	87	33	60
COc1ccc(C(=O)C[n+]2ccccc2)c(OC)c1	91	104	95	109	98	93	84	97
O=C(CSc1nc2ccc(F)cc2c(=O)n1-c1ccc(Cl)cc1)c1ccccc1	91	102	89	87	41	102	93	nt
CC(C)n1c(O)c(N=NC(=O)c2ccc(S(N)(=O)=O)cc2)c2ccccc21	82	103	91	97	101	102	100	102
COc1cc(-c2nn(-c3ccc(F)c(Cl)c3)cc2CO)ccc1O	91	104	94	90	96	87	92	105
COc1cc(/C=N/NC(=O)Cn2c(C(C)C)nc3ccccc32)ccc1OCC(=O)NN	103	104	95	101	105	107	98	97
Cc1cc(NCc2cc(Nc3ccnc4cc(Cl)ccc34)ccc2F)nc(N2CCOCC2)n1	-55*	-0.3*	6.2*	75	16	51	4.0*	-78*
CN(NC(=O)C(=O)NCc1ccco1)C(=O)Nc1ccccc1	106	99	100	105	112	94	101	101
CN1C(=S)N(c2ccccc2)C2NC(=O)N(/N=C/C=C/c3ccccc3[N+](=O)[O-])C21 (stereo unspecified)	92	71	64	75	74	79	63	84
CCO/C=N/C1=C(C#N)C(c2ccc(OC)cc2)c2c(c3ccccc3[nH]c2=O)O1 (stereo unspecified)	99	100	86	108	103	112	98	98
CCCCCCCC(C)(C)OC(=O)c1ccc([N+](=O)[O-])cc1	98	101	97	81	97	91	95	93
CN1C(=O)C2(Nc3ccccc3S2)c2cc(F)ccc21 (stereo unspecified)	81	105	78	84	100	112	89	100
CC(=O)/C=C\C1CC2C=CC1C2 (stereo unspecified)	106	nt	99	103	101	103	100	96
COc1cc(C(=O)NCC(=O)NN=C(C)C)cc(OC)c1OC	113	126	111	115	nt	113	121	nt
COc1nc2c(c(=O)n1C)C1(C(=O)Nc3ccccc31)c1c(nc(OC)n(C)c1=O)N2	106	119	101	101	117	120	102	92
Cn1c2ccc(Br)cc2c2c3c(c4c5ccccc5[nH]c4c21)C(=O)N(O)C3=O	-24*	-85*	nt	-85*	1.5*	-34*	-72*	-81*
O=S(=O)(Nc1nnc(-c2ccccc2)s1)c1ccccc1	101	97	95	101	nt	95	113	nt
Going on with the list:
SMILES	T-47D	MALME-3M	MCF7	BT-549	HS 578T	UACC-257	UACC-62	LOX IMVI
CN1C(=O)C(C(=O)/C=C/c2ccccc2C(=O)O)C(=O)N(C)C1=O	89	103	112	90	98	93	95	95
CN(Cc1ccccc1)C(=O)Nc1c(Cl)cccc1Cl	100&98	96&102	101&96	96&106	97&108	101	90&98	91&94
CCOC(=O)C(=CNc1cccc(Cl)c1)C(=O)OCC	101	99	95	86	100	105	84	96
COc1ccc(C2=NOC(CC(=O)N(CCO)CCO)C2)cc1OC1CCCC1 (stereo unspecified)	nt	111	95	95	99	102	100	103
C=C1C(=O)O[C@H]2[C@H]1CC/C(COC(=O)CSCC(=O)OC/C1=C/CC[C@@]3(C)O[C@H]3[C@H]3OC(=O)C(=C)[C@@H]3CC1)=C\CC[C@@]1(C)O[C@@H]21	12	-10*	23	-1.4*	60	9.2*	42	-25*
CC(=O)Nc1nonc1-c1nc2ccccc2n1Cc1ccc(C(C)(C)C)cc1	73	90	59	93	27	92	82	63
N#Cc1c(NC(=O)c2cccc(C(F)(F)F)c2)sc2c1CCC(=O)C2	-22*	-65*	7.8*	-77*	1.3*	-3.7*	-51*	-13*
COc1cccc(/C=C/C(=O)C(C)(C)C)c1	105	105	100	110	99	82	99	100
CSc1nc(O)c(Nc2ccccc2)c(=O)[nH]1	nt	108	97	100	119	107	nt	112
O=c1[nH]c2cc(-c3ccccc3)nn2c2ccccc12	71	94	80	80	128	98	91	94
CCNc1nc2ncnc(NCC)c2[nH]1	111	104	86	96	97	nt	100	92
O=C(Nc1ccccc1)Nc1cccc(-n2cc(-c3ccncc3)c(-c3ccc(O)c(Cl)c3)n2)c1	45	20	33	67	40	10	44	48
Cc1c(C(=O)/C=C/c2cccc([N+](=O)[O-])c2)nnn1-c1ccc(Br)cc1	82	92	34	99	105	99	80	81
COc1cc2c3c(c4c5ccccc5[nH]c4c2c(OC)c1OC)C(=O)N(CCN1CCOCC1)C3=O	66	78	32	73	67	70	43	45
Fc1ccc(Nc2ccnc3[nH]c4ccc(Br)cc4c23)cc1Cl	67	97	79	126	96	85	79	95
O=C(CCCCC(=O)Nc1ccc2c(c1)/C(=C/c1ccc[nH]1)C(=O)N2)NO	0.3*	18	62	97	72	71	69	94
CCCCOC(=O)c1ccccc1OC	104	103	92	nt	140	106	113	95
O=C(NC1CC1)c1cc2n(n1)CC(c1ccccc1)N2 (stereo unspecified)	nt	104	86	100	84	98	88	98
Cc1nc2cc(Cc3ccccc3)ccc2o1	117	108	98	108	111	102	97	103
O=C1/C(=C/c2ccc3c(c2)OCO3)COc2ccc(-c3ccccc3)cc21	212	104	108	104	94	92	88	102
Cc1cc([N+](=O)[O-])c2ccccc2c1NS(=O)(=O)c1ccccc1	90	106	97	99	102	90	89	96
COc1ccc(-c2cc(/C=C/C(=O)c3ccc(N)cc3)[nH]n2)cc1	21	54	18	9.8*	nt	59	25	nt
COc1cc(C2NC(=S)NC(C)=C2C(=O)OC(C)C)cc(OC)c1OC (stereo unspecified)	95	96	94	94	95	117	90	96
COC(=O)c1c(C(=O)OC)c2ccc3c4cccnc4ccc3n2c1C(=O)c1ccc(OC)cc1	81	91	85	94	90	97	81	107

Complete entries, quoted from the list.
`Fc1ccc(Nc2ccnc3[nH]c4ccc(Br)cc4c23)cc1Cl` as listed: T-47D: 67; MALME-3M: 97; MCF7: 79; BT-549: 126; HS 578T: 96; UACC-257: 85; UACC-62: 79; LOX IMVI: 95
`Cc1nc2cc(Cc3ccccc3)ccc2o1` as listed: T-47D: 117; MALME-3M: 108; MCF7: 98; BT-549: 108; HS 578T: 111; UACC-257: 102; UACC-62: 97; LOX IMVI: 103
`COC(=O)c1c(C(=O)OC)c2ccc3c4cccnc4ccc3n2c1C(=O)c1ccc(OC)cc1` as listed: T-47D: 81; MALME-3M: 91; MCF7: 85; BT-549: 94; HS 578T: 90; UACC-257: 97; UACC-62: 81; LOX IMVI: 107

Some values from above:
CN1C(=S)N(c2ccccc2)C2NC(=O)N(/N=C/C=C/c3ccccc3[N+](=O)[O-])C21 (stereo unspecified) in MCF7 is listed with 64
N#Cc1c(NC(=O)c2cccc(C(F)(F)F)c2)sc2c1CCC(=O)C2 in MALME-3M is listed with -65*
COC(=O)c1c(C(=O)OC)c2ccc3c4cccnc4ccc3n2c1C(=O)c1ccc(OC)cc1 in MALME-3M is listed with 91

A draw from above in order of SMILES length, lowest first:
SMILES	T-47D	MALME-3M	MCF7	BT-549	HS 578T	UACC-257	UACC-62	LOX IMVI
Cc1nc2cc(Cc3ccccc3)ccc2o1	117	108	98	108	111	102	97	103
COc1ccc(C2=NOC(CC(=O)N(CCO)CCO)C2)cc1OC1CCCC1 (stereo unspecified)	nt	111	95	95	99	102	100	103
O=C(CSc1nc2ccc(F)cc2c(=O)n1-c1ccc(Cl)cc1)c1ccccc1	91	102	89	87	41	102	93	nt

Assay outcomes as filed in PubChem.
